# Source: PubChem
# m5-HT2A agonist – activates the mouse 5-HT2A serotonin receptor; P35363; CHO-K1 mHTR2A beta-arrestin complementation, luminescence; percent of 30 µM serotonin response; activation, % at 7.6 µM; 360,000 compounds, 0.66% hits;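 active = activation above a run cutoff, the mean activation of all tested compounds plus 3 SD, cut at about 14% in these data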;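 note: 0% = plate median of compound wells and 100% = 30 µM serotonin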
# Target sequence (P35363 whole entry, looked up): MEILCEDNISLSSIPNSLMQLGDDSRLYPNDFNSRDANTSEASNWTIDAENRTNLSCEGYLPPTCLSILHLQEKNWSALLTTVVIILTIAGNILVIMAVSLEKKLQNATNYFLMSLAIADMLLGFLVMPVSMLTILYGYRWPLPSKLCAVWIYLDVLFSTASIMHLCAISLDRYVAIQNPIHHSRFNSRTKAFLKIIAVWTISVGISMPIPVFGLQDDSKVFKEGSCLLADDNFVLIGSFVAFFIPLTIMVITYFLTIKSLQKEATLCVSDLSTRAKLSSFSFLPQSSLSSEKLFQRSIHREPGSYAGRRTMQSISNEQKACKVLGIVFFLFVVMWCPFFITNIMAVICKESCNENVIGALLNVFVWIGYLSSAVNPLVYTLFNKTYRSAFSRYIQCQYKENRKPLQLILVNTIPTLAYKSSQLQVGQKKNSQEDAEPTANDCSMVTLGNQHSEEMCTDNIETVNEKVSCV
# HIF-2a inh – inhibitors of HIF-2a; 360,000 compounds, 0.72% hits; AID 624352; inhibition, % at 18.8 µM; 786-0 RCC cells HIF-2a reporter, luciferase luminescence, overnight;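 active = inhibition of the luminescence signal of 40% or more relative to plate controls, in a single-dose primary screen at 18.75 µM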
# NR2E3 ag-1 – NR2E3 (human) agonism | AID 2300 | GST-NR2E3/biotin-RetCOR TR-FRET, 1536-well | inhibition of corepressor binding, % at 4.78 µM | Q9Y5X4 | 320,000 compounds, 0.12% hits;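 active = percent inhibition above the cutoff of mean plus 3 SD of all tested compounds, set per screening campaign, cut at about 20% in these data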;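 note: 0% = DMSO wells and 100% = biotin wells as full block of FRET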
#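 Assay system: NR2E3–RetCOR corepressor complex. Quantity: 1.35 nM GST-NR2E3. Buffer or medium: pH 7.5 Tris-based buffer. Reagent: biotinylated RetCOR corepressor at 7 nM final. Schedule: 5 h at 4 °C. Detection: TR-FRET, emission read at 617 and 671 nm. Replicates: one well per compound, singlicate testing.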
# hiPSC survival – enhancers of human iPSC single-cell survival; hiPSC single-cell survival, ATPlite luminescence; 100% = ROCK inhibitor wells, 0% = DMSO; survival enhancement, % at 20 µM; 360,000 compounds, 0.044% hits; in the data active = survival enhancement above about 18%;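 note: cells exposed to compounds for 16 hours before the ATP read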
# CaV13 FRET inh – Primary screen for inhibitors of IQ motif and Ca2+-dependent inactivation inhibitor domain binding in CACNA1D, Förster resonance energy transfer in living cells, …; 340,000 compounds, 0.098% hits; inhibition, % at 12.3 µM; HEK cells, CFP/YFP FRET ICDI-IQ, plate reader, 10 min; percent FRET-ratio fall versus neutral wells;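 active = mean replicate inhibition of at least 30% and at least 1% of replicates passing that level; inconclusive = only one of the two criteria is met; inactive = neither criterion is met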;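 note: 0% = median of the neutral control wells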
# Shn3 inh set2 – Schnurri-3 reporter inhibition in Clone20 osteoblasts | inhibition, % at 12.5 µM | Clone20 osteoblast Shn3 3'UTR firefly luciferase, 24 h | 360,000 compounds, 0.52% hits;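 active = mean inhibition of at least 75% with every replicate also reaching 75%; inconclusive = mean inhibition at least 75% but some replicate below; inactive = mean inhibition below 75%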;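 note: 0% = median of neutral control wells and 100% = pilot-screen positive control compound; some compounds past the cut are filed as inactive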
# Peg3 promoter – reduces Peg3 promoter-driven luciferase expression in HeLa; HeLa PEG-Prom luciferase reporter, luminescence, overnight; inhibition, % at 20 µM; 360,000 compounds, 1.7% hits; AID 588405;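 active = inhibition of at least 50% at 20 µM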
# H9c2 protect – myocardial damage modulation in H9c2 cells; H9c2 cardiomyocytes, H2O2 injury protection, ATPLite, 2 h; protection from H2O2 cell death, % at 20 µM; 360,000 compounds, 0.63% hits;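 active = compounds giving at least 50% protection of heart cells from peroxide-induced death in the single-dose screen, raw or plate-pattern-corrected value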;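 note: 0% = DMSO wells with peroxide and 100% = DMSO wells without peroxide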
# TRPM1 prom inh – reduces MITF-dependent TRPM1 promoter luciferase signal | SK-MEL-5 TRPM1 promoter luciferase, 24 h | inhibition, % at 12.5 µM | 330,000 compounds, 0.83% hits | AID 488899;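 active = mean inhibition across replicates of 60% or more, whatever share of single replicates reaches that level; inconclusive = some that reach 60%, reason not given; inactive = mean inhibition across replicates below 60%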; note: values of inactives mirror those of a sister screen read the other way
# NR2E3 ag-2 – agonists of human NR2E3 nuclear receptor | CHO-S Gal4-NCOR/VP16-NR2E3 two-hybrid, luciferase | inhibition of corepressor binding, % at 3.98 µM | 360,000 compounds, 0.35% hits | AID 602229;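 active = inhibition above the mean of all tested compounds plus 3 SD, cut at about 70% in these data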;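 note: 0% = DMSO with NR2E3 transfected cells and 100% = cells lacking NR2E3 construct; higher means lower luciferase signal from less NR2E3 corepressor binding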
# PDI turbidity – PDI (human) enzyme inhibition | P07237 | PDI insulin aggregation turbidity, A650, 90 min | inhibition, % at 10 µM | 350,000 compounds, 0.052% hits | AID 588391;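 active = mean inhibition across replicates of 30% or more, whatever share of single replicates reach that level; inconclusive = mean inhibition below 30% while every single replicate reaches 30%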;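 note: absorbance from insulin aggregation driven by PDI reduction with DTT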
# Target sequence (P07237 whole entry, looked up): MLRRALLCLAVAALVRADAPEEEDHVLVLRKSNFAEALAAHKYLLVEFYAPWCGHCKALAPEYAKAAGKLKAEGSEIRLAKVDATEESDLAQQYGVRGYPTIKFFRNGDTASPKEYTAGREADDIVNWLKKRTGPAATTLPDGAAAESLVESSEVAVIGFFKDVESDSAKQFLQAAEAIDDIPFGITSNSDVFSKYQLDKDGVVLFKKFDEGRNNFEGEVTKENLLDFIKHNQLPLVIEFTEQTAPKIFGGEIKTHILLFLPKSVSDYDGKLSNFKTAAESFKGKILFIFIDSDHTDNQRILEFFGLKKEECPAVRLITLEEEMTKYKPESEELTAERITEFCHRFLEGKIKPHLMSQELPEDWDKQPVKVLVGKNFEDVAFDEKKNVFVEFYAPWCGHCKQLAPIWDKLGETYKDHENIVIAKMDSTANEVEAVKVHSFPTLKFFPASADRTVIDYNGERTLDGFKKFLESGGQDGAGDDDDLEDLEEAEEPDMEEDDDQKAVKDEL
# Starred values were filed as active, the others as inactive; ? = inconclusive; . = not tested or not shown. Random draw from the library. Share with any hit: about 3.9%.
SMILES,m5-HT2A agonist,HIF-2a inh,NR2E3 ag-1,hiPSC survival,CaV13 FRET inh,Shn3 inh set2,Peg3 promoter,H9c2 protect,TRPM1 prom inh,NR2E3 ag-2,PDI turbidity
Cc1cc(N2CCCC2=O)cc(C)c1S(=O)(=O)NCCOc1ccc(C(C)(C)C)cc1,4,28,3,1.5,-5,?,18,-18,-8,95*,12
COCCNC(=O)/C(C#N)=C/c1c(N2CCN(c3ccc(OC)cc3)CC2)nc2c(C)cccn2c1=O,-2,27,-2,0.0,0,2,29,24,10,-16,2
CC(C)(CCO)NC(=S)NC1CC2C=CC1C2 (stereo not given),6,10,-3,-0.1,-5,-4,0,3,-3,-23,-3
Cc1ccccc1NC(=O)c1c(F)c(F)c(F)c(F)c1F,5,11,1,-1.2,-8,-8,-5,-8,5,6,-9
O=C(CN1CCN(Cc2ccccc2)CC1)N/N=C/c1ccccc1F,-6,17,2,-0.2,-20,5,12,2,-3,-31,2
CCCCNC(=O)CSc1nc(COc2ccccc2)nc2ccccc12,0,30,0,1.1,-4,9,6,-2,3,6,7
CCCC(C(=O)NC1CCCC1)N(C(=O)c1snc(C(N)=O)c1N)c1ccc(OCC)cc1 (stereo not given),0,7,-1,0.0,-4,11,27,2,1,9,1
Nc1ccccc1Nc1ccccc1,-3,11,-1,-0.8,.,9,-34,-36,28,18,-2
COC(CN(C)C(=O)C1CCC(CNS(=O)(=O)c2ccccc2)CC1)OC (stereo not given),4,-3,1,0.8,-20,9,-4,5,1,-19,2
Cc1oc2cc([N+](=O)[O-])c(O)c([N+](=O)[O-])c2c1C(=O)c1ccc(Cl)cc1,-3,10,3,-0.7,-2,.,22,-11,-8,-27,3
CCN(CC1CCCN(CCc2cccc(OC)c2)C1)C(=O)c1ccoc1C (stereo not given),-9,-5,.,-0.4,-6,13,16,0,10,4,8
Cc1ccc(NC(=O)COc2ccccc2)cc1S(=O)(=O)N1CCCCC1,1,8,.,-1.0,-14,-14,1,-6,.,21,18

# Next part; it opens with the two that closed the last part.
SMILES,m5-HT2A agonist,HIF-2a inh,NR2E3 ag-1,hiPSC survival,CaV13 FRET inh,Shn3 inh set2,Peg3 promoter,H9c2 protect,TRPM1 prom inh,NR2E3 ag-2,PDI turbidity
CCN(CC1CCCN(CCc2cccc(OC)c2)C1)C(=O)c1ccoc1C (stereo not given),-9,-5,.,-0.4,-6,13,16,0,10,4,8
Cc1ccc(NC(=O)COc2ccccc2)cc1S(=O)(=O)N1CCCCC1,1,8,.,-1.0,-14,-14,1,-6,.,21,18
Cc1c(O)ccc2c(-c3ccccc3)cc(=O)oc12,0,6,2,-0.5,-5,6,15,84*,2,27,-6
Cc1cc(=O)[nH]c(SCC(=O)Nc2ccc(F)c([N+](=O)[O-])c2)n1,28*,14,1,-0.7,10,1,-9,11,4,-30,-1
COc1ccc(-n2c(=O)c3ccccc3n(CC(=O)NC3CCCC3)c2=O)cc1,3,1,1,0.0,-2,-4,1,9,1,-15,-1
CCCN1CCN(CC(=O)Nc2nnc(CC)s2)CC1,-4,18,2,-0.2,-6,-8,5,11,9,10,1
COC(=O)[C@@]12CCCN1[C@H](c1ccc(-c3cccc(Cl)c3)c(OC)c1)[C@H]1C(=O)N(C)C(=O)[C@H]12,-5,16,0,-6.0,-5,-2,15,2,-5,-5,3
COc1ccc(Nc2cc(Nc3ccc(OC)cc3)ncn2)cc1,-3,7,-1,-0.8,-16,0,15,-4,4,31,-9
CC(=O)N1CCN(c2ccc(NC(=S)NC(=O)COc3ccc(C(C)(C)C)cc3)cc2)CC1,3,-1,2,1.3,-5,64,24,-25,0,-12,-4
Cc1ccnc(NC(=O)C(C)n2cc([N+](=O)[O-])cn2)c1 (stereo not given),7,3,0,0.1,-3,-8,-3,3,9,-13,-1
Cc1cc(=O)n2nc(N3CCC(C(=O)NCc4ccccc4F)CC3)sc2n1,-6,10,-1,0.0,-5,6,9,-1,-3,7,-5
Cc1cc(C)c2ccc3c(C)c(C)n(C)c3c2n1,6,-22,-2,0.3,3,-7,-23,-6,-13,-21,5
COc1ccc(N=NC2=C(O)CC(C)(C)CC2=O)c(OC)c1,-1,-106,1,1.9,-4,-29,-71,9,-28,-2,-7
CCOC(=O)c1sc(=NC(=O)c2ccccc2)n(C)c1C,1,-285,0,-0.5,-2,-30,-324,-6,-64,-191,5
CC1=NN(C2=NS(=O)(=O)c3ccccc32)C(C)(O)C1 (stereo not given),1,17,-1,-0.3,-19,6,-9,1,5,-10,6
C=CCn1c(C(C)(C)C)nc2ccccc21,2,6,0,-2.1,-6,3,2,3,-1,15,6
Cn1c(=O)c2c(nc(Sc3ccccc3N)n2C)n(C)c1=O,-2,-5,0,-0.4,-5,-27,0,6,7,-47,-3
O=C(NC1CCSc2ccccc21)c1ccc(C(F)(F)F)cc1 (stereo not given),-2,-8,6,-0.7,-4,1,4,-16,-5,-3,-4
CCN(C(=O)c1ccc(S(=O)(=O)N(C)C)cc1)C(C)C(=O)Nc1ccc(C)cc1 (stereo not given),3,11,-5,-0.6,-2,22,16,-7,5,7,8
Cc1noc(C)c1COC(=O)c1cccnc1SCC(=O)Nc1ccc2c(c1)OCO2,4,-92,-2,0.3,-5,5,-128,0,-13,-27,0
O=C(O)C(F)(F)S(=O)(=O)O,7,9,1,1.2,-5,6,8,4,3,-8,-1
Cc1ccc(S(=O)(=O)CCC(=O)OCc2nnc(-c3ccccc3Br)o2)cc1,-2,-7,2,-2.2,-6,-21,-20,4,-3,-27,-7
Cc1cccc(NC(=O)C2CCN(S(=O)(=O)c3cccc4nsnc34)CC2)c1,-5,12,3,3.5,-4,9,4,10,-4,-3,3
COc1ccc(NC(=O)c2oc3cc(C)c(C)cc3c2C)c(OC)c1,-4,-6,2,-2.2,-1,-7,-17,-14,0,6,8
CC(CCc1ccccc1)NC(=O)CSc1ccccc1 (stereo not given),-2,-7,-1,-1.5,-5,-4,2,0,-15,12,0
CC(C)CCn1nnnc1C(c1ccc(F)cc1)N1CCN(C(=O)c2ccco2)CC1 (stereo not given),-4,10,2,1.6,-1,-13,10,6,7,-20,4
Cc1csc(SCC(=O)NC(C)c2ccc(F)cc2)n1 (stereo not given),-2,13,0,-0.7,-7,-8,3,-6,0,-2,-12
CCN1CCN(c2cc(C)c3cc(NC(=O)Cc4ccccc4OC)ccc3n2)CC1,-5,16,3,1.2,-5,7,15,5,-11,-1,-6
Nn1cc(-c2ccccc2)nc1SCC(=O)NCCc1ccccc1,-6,0,1,-0.4,-6,0,20,-2,8,-43,2
CC1CC(C)CN(C(=O)c2ccc(NC(=O)c3ccc(=O)[nH]c3)cc2)C1 (stereo not given),1,13,-1,-0.6,-5,0,14,-9,.,10,-10
Fc1ccc2c(c1)C1C=CCC1C(c1cc3c(cc1Br)OCO3)N2 (stereo not given),0,10,-1,0.2,-8,32,46,0,-4,-8,-2
CCOC(=O)N1CCN(C(=O)C2CCN(S(=O)(=O)c3ccc(OC)cc3)CC2)CC1,1,10,3,-0.2,-7,-20,6,1,-6,-8,-2
CCOc1ccc(S(=O)(=O)N(CC)CC(=O)N2CCCC2)cc1,-3,18,1,0.0,-21,19,17,-4,-2,-15,-3
CN(C)C(=O)CSc1nnc(CCNC(=O)OC(C)(C)C)o1,4,12,3,-1.1,-4,-25,14,0,11,-19,-13
CCOC(=O)NC(=O)CN1C(=O)NC2(CCc3ccccc32)C1=O (stereo not given),8,8,1,-0.6,-3,9,17,3,-7,-2,-2
O=C(CNS(=O)(=O)/C=C/c1ccccc1)OC1CCOC1=O (stereo not given),3,17,4,-1.5,-5,-5,16,7,-5,0,-3
CN1CCN(c2oc(-c3ccccc3)nc2S(=O)(=O)c2ccc(Br)cc2)CC1,-12,5,-1,1.4,.,11,4,-2,3,-19,-1
COc1cc(/C=N/NC(=O)CCn2nnc3ccccc32)ccc1O,0,5,-3,-0.2,-4,-23,0,2,-12,-13,2
Cn1c(SCC(=O)Nc2ccc(Cl)cc2)nc(O)cc1=O,-2,8,2,2.0,-5,-3,1,6,7,-22,3
CCN(CC)S(=O)(=O)c1ccc(N2CCOCC2)c(NC(=O)c2[nH]c(C)c(C(C)=O)c2C)c1,6,-113,.,0.0,-15,-40,-33,48,11,20,-2
COc1ccccc1-c1nnc(SCCN2CCOCC2)n1-c1ccc(C)cc1,0,11,-1,1.5,-4,6,10,-4,14,-7,5

# By substructure: the entries above containing fluorine
SMILES,m5-HT2A agonist,HIF-2a inh,NR2E3 ag-1,hiPSC survival,CaV13 FRET inh,Shn3 inh set2,Peg3 promoter,H9c2 protect,TRPM1 prom inh,NR2E3 ag-2,PDI turbidity
Cc1ccccc1NC(=O)c1c(F)c(F)c(F)c(F)c1F,5,11,1,-1.2,-8,-8,-5,-8,5,6,-9
O=C(CN1CCN(Cc2ccccc2)CC1)N/N=C/c1ccccc1F,-6,17,2,-0.2,-20,5,12,2,-3,-31,2
Cc1cc(=O)[nH]c(SCC(=O)Nc2ccc(F)c([N+](=O)[O-])c2)n1,28*,14,1,-0.7,10,1,-9,11,4,-30,-1
Cc1cc(=O)n2nc(N3CCC(C(=O)NCc4ccccc4F)CC3)sc2n1,-6,10,-1,0.0,-5,6,9,-1,-3,7,-5
O=C(NC1CCSc2ccccc21)c1ccc(C(F)(F)F)cc1 (stereo not given),-2,-8,6,-0.7,-4,1,4,-16,-5,-3,-4
O=C(O)C(F)(F)S(=O)(=O)O,7,9,1,1.2,-5,6,8,4,3,-8,-1
CC(C)CCn1nnnc1C(c1ccc(F)cc1)N1CCN(C(=O)c2ccco2)CC1 (stereo not given),-4,10,2,1.6,-1,-13,10,6,7,-20,4
Cc1csc(SCC(=O)NC(C)c2ccc(F)cc2)n1 (stereo not given),-2,13,0,-0.7,-7,-8,3,-6,0,-2,-12
Fc1ccc2c(c1)C1C=CCC1C(c1cc3c(cc1Br)OCO3)N2 (stereo not given),0,10,-1,0.2,-8,32,46,0,-4,-8,-2
